KCNH2 WT inh: qHTS for Inhibitors of KCHN2 3.1: Wildtype qHTS. Voltage-gated inwardly rectifying potassium channel KCNH2 (Homo sapiens), Q12809. U2OS, BacMam KCNH2, thallium flux FluxOr; stronger effect = lower value. activity change, % at 1.84 µM. 340,000 compounds, 0.37% hits. AID 720551, 2013;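 active = maximum activity change below -70%; inconclusive = maximum activity change between -70% and -50%; inactive = maximum activity change above -50%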; also: % is scaled to controls: 0 for no effect and ±100 for the full control effect
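U2OS cells were transduced with wild-type KCNH2 virus (2.03 x 10^8 / mL) for 4 h at room temperature, then cultured overnight at 37 C. Thallium flux was read with FluxOr dye. Rate constants were normalized to DMSO controls.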
GALK inhibitor: qHTS Assay for Inhibitors of Human Galactokinase (GALK); P51570; Purified GALK, Kinase-Glo residual ATP luminescence; Potency, µM (titrated, usually from 57.5 µM), for inactives: top-dose activity change, negative = inhibition, most hits filed as inhibitors; 270,000 compounds, 0.007% hits; AID 1868, 2009; also: potency is read from the fitted curve at half-maximal effect; % is scaled to controls: 0 for no effect and ±100 for the full control effect
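Galactose (100 uM) and ATP (35 uM) were turned over by 5 nM GALK for 1 h at RT. Kinase-Glo Plus then converted the remaining ATP into a luminescent signal.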
B2AR arrestin: qHTS assay of beta-arrestin-biased ligands of beta2-adrenergic receptor. Beta-2 adrenergic receptor (Homo sapiens), P07550. beta-arrestin recruitment to beta2AR, cell-based reporter. Potency, µM (highest dose often 46.1 µM), for inactives: at the highest dose activation, hits mostly activators. 330,000 compounds, 0.02% hits. AID 492947, 2010;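 also: potency is read from the fitted curve at half-maximal effect; 0% = DMSO controls and full agonism = EC100 isoproterenol or metaproterenol; nearly all actives have a fitted effect of over 65% in size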
Menin MLL FP TR: qHTS Assay for Inhibitors Targeting the Menin-MLL Interaction in MLL Related Leukemias: Competition With Texas Red Labeled MLL-derived Mutant Peptide | O00255 | Menin + Texas Red MLL mutant peptide, fluorescence polarization | Potency, µM (top dose mostly 61.6 µM), inactives show at the highest dose FP activity change, negative = inhibition, usual class: inhibitors | 270,000 compounds, 0.23% hits; active = well fitted inhibition curve with a large enough effect in the polarisation, with a control signal flat, not every such curve was filed as active; inconclusive = small, poorly fitted or top-dose-only effect, or effect the other way, or a change in a side signal; inactive = no such curve, though single readings can be large or run the other way; the % refers to the polarisation; also: potency is read from the fitted curve at half-maximal effect; % of control where 0% means no effect; many of its hits are not listed in these tables
Coupling enz: qHTS Assay for Inhibitors of Fructose-1,6-bisphosphate Aldolase from Giardia Lamblia: Coupling assay counterscreen; coupling enzyme system counterscreen, AmpLite Red fluorescence; activity change, negative = inhibition, % at 58.2 µM, hits read low; 290,000 compounds, 0.67% hits; in the data active = activity change below about -30%; also: % is scaled to controls: 0 for no effect and ±100 for the full control effect
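First, compound is pin-transferred into glyceraldehyde-3-phosphate coupling-enzyme reagent at 57.5 uM final and held 10 min at RT. Next, substrate, coupling system and AmpLite Red are added. After 20 min RT, fluorescence (525/598 nm) is read.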
CXXC DNA block: qHTS Fluorescence Polarization Assay for Inhibitors of MLL CXXC domain - DNA interaction; MLL-CXXC / FITC-HOXA9 DNA fluorescence polarization; Potency, µM (top dose mostly 115 µM), for the others: at the top dose activity change, negative = inhibition, usual class: inhibitors; 290,000 compounds, 0.037% hits; active = well fitted inhibition curve with a large enough effect in the polarisation, with a control signal flat, not every such curve was filed as active; inconclusive = small, poorly fitted or top-dose-only effect, or effect the other way, or a change in a side signal; inactive = no such curve, though single readings can be large or run the other way; the % refers to the polarisation; also: potency is read from the fitted curve at half-maximal effect
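Steps: dispense CXXC domain solution (7 uM) → pin compounds or unlabeled HOX-A9 DNA control → 5 min ambient → add FLSN-HOX-A9 solution (50 nM) → spin → 30 min ambient → fluorescence polarization. Tris pH 7.5/NaCl/DTT/BSA buffer.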
KCNH2 3.1 inh: qHTS for Inhibitors of KCHN2 3.1: Mutant qHTS; U2OS KCNH2 3.1, thallium flux FluxOr; stronger effect = lower value; activity change, % (tested at about 1.8 µM); 340,000 compounds, 0.95% hits; AID 720553, 2013;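 active = maximum activity change below -70%; inconclusive = maximum activity change from -70% to -50%; inactive = maximum activity change above -50%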;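 also: thallium influx rate constant from kinetic fluorescence after stimulation buffer; % is scaled to controls: 0 for no effect and ±100 for the full control effect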
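We transduce U2OS cells with the mutant 3.1 virus, culture them overnight, load FluxOr with Red40 quencher for 45 min, then add stimulation buffer and read kinetically for 2 min to derive a normalized rate constant.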
PKM2 act: qHTS Assay for Activators of Human Muscle isoform 2 Pyruvate Kinase. Pyruvate kinase PKM (Homo sapiens), P14618. purified PKM2, Kinase-Glo ATP luminescence, activation; response scale: 0% is enzyme alone, no compound. Potency, µM (series often up to 57.5 µM), inactives show at the top dose activation, usual class: activators. 260,000 compounds, 0.34% hits. AID 1631, 2009; also: potency is read from the fitted curve at half-maximal effect; % is scaled to controls: 0 for no effect and ±100 for the full control effect; nearly all actives have a fitted effect of over 55% in size
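Purified hPK-M2 (>95% pure) converted ADP (0.1 mM final) to ATP with 0.5 mM PEP in 50 mM imidazole pH7.2, KCl, MgCl2, Tween 20, BSA; 1 h at room temperature. ATP detected by Kinase-Glo luminescence.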
TRPV1 agonist: HTS Assay for Compounds that Act as Agonists of the Vanilloid Receptor 1; Transient receptor potential cation channel subfamily V member 1 (Homo sapiens), Q8NER1; 320,000 compounds, 0.19% hits; activation, % at 8.33 µM; TRPV1-expressing cells, Fluo-8 calcium influx, agonist mode; AID 540275, 2011; in the data active = activation above about 80%; inconclusive = between about 30% and that limit; also: 0% is about no effect
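TRPV1-expressing cells were cultured overnight at 35.5C and loaded with Fluo-8 calcium dye for 40 to 90 min at room temperature. After a 10 s baseline, compound was added and calcium influx was read kinetically for 3 min (ex 480/em 520 nm).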
USP2a block: qHTS Assay for Inhibitors of Ubiquitin-specific Protease USP2a Using CHOP2 as the Reporter; 330,000 compounds, 0.01% hits; USP2 core, Ub-CHOP2 coupled fluorogenic reporter, 485/531; AID 463254, 2010; Potency, µM (titrated, usually from 38.3 µM), inactives show at the top dose activity change, negative = inhibition, hits mostly inhibitors; Ubiquitin carboxyl-terminal hydrolase 2 (Homo sapiens), O75604;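 also: potency is read from the fitted curve at half-maximal effect; plate controls were DMSO wells for no effect and full inhibition by NEM control for full effect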
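Cell-free coupled assay: 10nM USP2 core preincubated 30min RT with compound in Tris-HCl pH 8.0/CaCl2/CHAPS buffer, then 25nM Ub-CHOP2 and 25nM reporter substrate; fluorescence (Ex 485/Em 531) read after 60min RT, normalized to NEM inhibition, concentration-response curves fitted.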
Giardia killer: Small Molecules that selectively kill Giardia lamblia: qHTS. activity change, % at 7.66 µM, hits read low. Giardia lamblia trophozoite viability. 340,000 compounds, 0.15% hits. AID 540267, 2011; in the data active = activity change below about -80%; inconclusive = between about -30% and that limit;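 also: parasites exposed to compound for two days anaerobically before the ATP read; % is scaled to controls: 0 for no effect and ±100 for the full control effect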
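Luminescent ATP signal served as the viability read-out, measured 15-30 min after adding ATP detection reagent to trophozoites that had been incubated with compounds for 48 hrs at 37 deg C anaerobically at 100 cells/well.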
* marks the source's active call; other numbers are inactive results; ? = inconclusive; / = no result given; & = joins results of further samples; ! = not active in a repeat; [ ] = dose if it differs, or a comment. Unless noted, calls follow the shape of the dose curve; as a rule, active = well fitted curve in the direction sought with a large enough effect; inconclusive = small, poorly fitted or top-dose-only effect, or another doubt; inactive = no such curve, though single readings can be large; an effect the other way counts as inactive or inconclusive.

Each structure is followed by: KCNH2 WT inh, GALK inhibitor, B2AR arrestin, Menin MLL FP TR, Coupling enz, CXXC DNA block, KCNH2 3.1 inh, PKM2 act, TRPV1 agonist, USP2a block, Giardia killer
CC1=CC2/C=C(\C)CCC(O)C(O)/C=C/C(=O)C23C(=O)NC(CC(C)C)C3C1C (stereo not drawn)
 : -17, -6%, -0.4%, ?, -1, -13%, 5, 2%, 1, 5%, -28
O=C(O)c1nn(Cc2ccc(Cl)cc2Cl)c2ccccc12
 : -5, -2%, 0.2%, 5%, 4&8, -3%&-4%, -8, 3%, 1, 4%, 2
CCN(CC)CCCN=Cc1c(O)n(-c2cccc(C)c2C)c(=O)[nH]c1=O
 : 1, 0%, 0.3%, -13%, -3, -14%, -12, -6%, 1, 1%, 9
CC1(C)CC(=O)C=C(NCCN2CCN(C(=O)Cc3ccc(Cl)cc3)CC2)C1
 : 9, 2%, 0.2%, -10%, -1, 2%, 4, -8%, 1, 5%, 1
CCN(CC)c1ccc(/C=C2/C(=O)NC(=O)N(CC3CCCO3)C2=O)cc1 (stereo not drawn)
 : 6, 4%, -0.1%, 20%, 3, -17%, -2, 1%, -3, 2%, -3
CCCCn1c(=O)c(C=Nc2cc([N+](=O)[O-])ccc2OC)c(O)n(CCCCl)c1=O
 : 1, 1%, -0.8%, 11%, -5, 23%, 4, -5%, 19, 1%, -6
CN1CCN(c2ccc(C(F)(F)F)cc2N)CC1
 : 20, 1%, -0.3%, 1%, 3, -7%, 12, 5%, 1, 0%, 4
O=C(N=Nc1c(O)[nH]c(=O)[nH]c1=O)C1COc2ccccc2O1 (stereo not drawn)
 : -5, 0%, -1.1%, 2%, -29, ?, -6, 2%, 1, 0%, -6
CCCCn1c(O)c(C(C)=NCc2cccnc2)c(=O)[nH]c1=O
 : -7, 3%, -0.5%, /, 9, -9%, -1, 2%, 0, 0%, -10
Cn1cc(C(O)CN2CCCCC2)c2ccccc21 (stereo not drawn)
 : -15, 3%, ?, -1%, 2, -5%, 0, 5%, 6, -1%, 26
Cn1c(O)c(C=NCCCN2CCCC2=O)c(=O)n(C)c1=O
 : -3, 3%, 2.9%, -3%, 0, 5%, 16, 4%, 0, 2%, 4
CCOP(=O)(OCC)c1cccc(OP(=O)(c2cccc([N+](=O)[O-])c2)c2cccc([N+](=O)[O-])c2)c1
 : 13, 4%, -0.6%, /, 3, -2%, 5, -2%, 0, 0%, 17
COc1cccc(C(=O)C2CCCN(Cc3ccccn3)C2)c1 (stereo not drawn)
 : -11, 2%, 3.1%, -2%, 4, 6%, 6, -4%, 6, 0%, 11
CC(C)=CCC12CN3CCN(CC(C3)C1=O)C2
 : 0, 1%, -0.4%, -16%, -3, 13%, 3, -13%, -12, 2%, 10
COc1cc2c(cc1OC)[C@@H]1C(=O)c3ccc4c(c3O[C@@H]1CO2)C[C@H](C(C)C)O4
 : -2, -1%, -0.8%, /, -18, -4%, -16, -5%, 17, -8%, -24
Cc1ncc([N+](=O)[O-])n1CCOc1nonc1N
 : -34, 11%, -0.1%, 9%, 1, ?, -5, 0%, 4, 0%, -87*
COc1ccc(O)c(CN2CCCC(C(=O)c3ccccc3SC)C2)c1 (stereo not drawn)
 : 15, 6%, -0.7%, -15%, -1, -4%, -4, -2%, -2, -6%, -6
CCC(=NC1CC1)c1c(O)n(C2CCCCC2)c(=O)[nH]c1=O
 : -3, 1%, 0.1%, -18%, 0, -5%, 11, -1%, -2, 0%, -12
C=Cn1ccnc1P(=S)(c1ccc(N(C)C)cc1)c1nccn1C=C
 : 0, -7%, 0.4%, -26%, 5, -8%, -6, 3%, 2, 2%, 1
c1ccc(C2N3CCCN23)cc1 (stereo not drawn)
 : 10, 3%, -0.1%, 6%, 2, -4%, 4, -5%, -4, 0%, 4
COc1ccc(CCNCC2CCCO2)cc1 (stereo not drawn)
 : -1, 4%, 0.4%, 5%, -1, 2%, -19, -4%, -3, 1%, -4
COc1ccc(/C=C2/C(=O)N(Cc3ccco3)C(=O)N(C(C)C)C2=O)cc1
 : -17, -2%, -1.1%, 12%, 3, 3%, 2, 23%, -1, 0%, 8
O=Cc1cn(Cc2c(F)cccc2Cl)c2ccccc12
 : -1, -3%, 0.0%, 50%[activator], -3, 10%, -9, -2%, 24, -8%, 15
O=Cc1cn(Cc2ccc(F)cc2)c2ccccc12
 : -2, 5%, -0.2%, -12%, 0, 5%, /, 0%, ?, 3%, 2
COC(=O)C1=C(c2ccc(F)cc2F)C[C@@H]2CC[C@H]1N2C(=O)NC1CC1
 : 7, /, 0.0%, /, /, /, 10, /, -4, 3%, -18
CCCCCn1c(=O)c(C(=O)Nc2ccccc2)c(O)c2ccccc21
 : -2, 6%, 5.1%, 37%[activator], -4, -8%, 5, 1%, 8, 1%, 19
C[C@@]1([C@@H](NP(=O)(c2ccccc2)c2ccccc2)c2ccccc2)C[C@H]1CCO
 : -1, /, 0.0%, 0%&-15%, 0&4, 4%, 17, -5%&-4%, 26, 1%, 13
Cc1cc(/C=C2\C(=O)NC(=O)N(c3cccc(F)c3)C2=O)c(C)n1-c1cc(C(=O)O)cc(C(=O)O)c1
 : -2, 0%, 0.4%, 4%, 7, 16µM*, -5, -1%, 2, 2%, 68[activator]
Cn1cc[n+](C)c1P(=S)(c1ccccc1)c1ccccc1
 : 3, -1%, 0.1%, 5%, -1, -1%, -7, -2%, 1, 1%, -15
FC(F)(F)c1ccccc1NC1=NCCCS1
 : 29, 1%, 0.1%, -8%, -5, 32%[activator], 9, -6%, -2, 0%, 3
CCCS(=O)(=O)N1CCCC(C(=O)N2CCC3(CC2)OCCO3)C1 (stereo not drawn)
 : 8, 0%, -0.3%, 18%, 1, 14%, 5, 2%, -3, 2%, -1
NC(=O)CS(=O)C(c1ccccc1)c1ccccc1 (stereo not drawn)
 : /, 1%, -0.3%, 3%&9%&4%, 1&0, -2%&3%, /, 0%, -2, 6%, /
CCCCCCCCCCCCCCCC[N+](C)(C)C
 : -3, /, 0.0%, 28µM*!, 3, ?, -2, /, 6, -13%, 11
CCOc1ccc(-n2c(=O)c3c4c(sc3n(CC(=O)NCc3ccco3)c2=O)CCC4)cc1
 : -10, -1%, -0.2%, ?, 1, 3%, -19, 3%, 1, 0%, -9
C=CCN1C(=O)C2(C(C(=O)OCC)=C(N)Oc3c2c(=O)oc2ccccc32)c2ccccc21 (stereo not drawn)
 : -1, -2%, -0.1%, -1%, -4, -3%, -1, -5%, 3, -17%, -1
O=C(O)CCn1cc(C=C2C(=O)NC(=S)NC2=O)c(-c2cccc(Br)c2)n1
 : 4, 3%, -0.4%, 12%, 8, ?, -17, 6%, 3, 0%, 14
Cc1ccccc1-n1c(C)nc2ccccc2c1=O
 : -14, 3%, -1.0%, 4%, -2, -1%, -6, 5%, -5, -4%, ?
N#CCCn1cc(C(=O)Nc2ccc(F)cc2)c(-c2ccccc2)n1
 : 9, 2%, -0.6%, 9%, 2, -3%, 5, 0%, -2, 0%, -9
O=C(COC(=O)Cc1ccccc1)NC12CC3CC(CC(C3)C1)C2
 : -3, -3%, -0.3%, ?, 0, -10%, 2, 0%, 25, 1%, 9
CCCCc1ncc(CN2CCCC(C(=O)c3ccc(SC)cc3)C2)[nH]1 (stereo not drawn)
 : 7, 0%, 2.8%, -17%, 2, -1%, 6, 9%, 5, -2%, -13
COc1ccc2[nH]c(C)c(CCNCc3cccnc3)c2c1
 : 5, /, 0.4%, /, /, /, 16, /, 6, 13%, -8

From PubChem

An excerpt. The share of hits here may be higher or lower than overall.
